MITF TRPM1 HTS: MITF TRPM1 promoter activation in melanoma cells; AID 588334; SK-MEL-5 TRPM1-promoter luciferase, 24 h; % of positive control, neutral wells = 0; 0.75% of 300,000 active; activation, % at 12.5 µM;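 active = mean activation of at least 80% with every replicate also reaching 80%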;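 note: 0% = neutral control wells and 100% = parthenolide positive control wells; values of inactives mirror those of a sister screen read the other way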
AddAB inh: less growth of phage-infected E. coli with AddAB; inhibition, % at 11.9 µM; E. coli expressing H. pylori AddAB, absorbance growth; 0.29% of 330,000 active; in the data active = inhibition above about 12%;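 note: 0% = vehicle wells of infected cells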
Ecoli viability: counter-screen for AddAB inhibitors: E. coli growth inhibition; E. coli V3065 growth, OD600 absorbance, 18 h; inhibition, % at 11.9 µM; 0.27% of 330,000 active; AID 449728;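 active = inhibition above the campaign's mean inhibition across all tested compounds plus 3 SD, cut at about 9.9% in these data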;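 note: uninfected addAB+ strain grown without phage in ampicillin broth; 0% = DMSO wells and 100% = ciprofloxacin 0.95 µg/ml wells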
phage Ecoli inh: E. coli growth loss with phage present. growth absorbance. inhibition, % at 11.9 µM. 0.26% of 360,000 active. AID 651602; in the data active = inhibition above about 11%
CAL PDZ FP-1: human CAL PDZ-peptide interaction inhibition. purified CAL PDZ, TMR-peptide fluorescence polarization, 1 h. 0.02% of 330,000 active. AID 504414. Q9HD26. inhibition, % at 20 µM;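 active = highest replicate inhibition of at least 40%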;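 note: plate controls were DMSO neutral control wells for no effect and unlabeled competitor peptide control wells for full effect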
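Material: tagged CAL PDZ domain; buffer or medium: 25 mM sodium phosphate pH 7.4, 150 mM NaCl, TCEP, IgG, Thesit; compound dosing: single point, 20 µM; schedule: 1 h incubation at room temperature before polarization reading; measured by: FP readout, S and P plane fluorescence; read-out basis: percent inhibition from loss of millipolarization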
Tat export inh: inhibitors of E. coli Tat protein transport; E. coli MC4100 TorA-mCherry Tat export, fluorescence; AID 488895; 0.036% of 340,000 active; inhibition, % at 10 µM;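 active = mean replicate inhibition at least 50% and at least half of replicates individually reaching 50%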;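 note: exported cargo escapes ClpAP degradation while cytoplasmic cargo is degraded and loses fluorescence; 0% = median of neutral control wells and 100% = median of NaSCN control wells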
SR-BI DiI inh: mouse SR-BI HDL lipid transfer inhibition | ldlA[mSR-BI] CHO cells, DiI-HDL uptake fluorescence, 3 h | inhibition, % at 12.5 µM | 0.96% of 320,000 active | AID 488896;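 active = mean replicate inhibition of at least 70% and a set share of replicates each scoring 70 or more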;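 note: 0% = median of neutral control wells and 100% = median of positive control wells; values of inactives mirror those of a sister screen read the other way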
Target sequence (Q61009 whole entry, looked up): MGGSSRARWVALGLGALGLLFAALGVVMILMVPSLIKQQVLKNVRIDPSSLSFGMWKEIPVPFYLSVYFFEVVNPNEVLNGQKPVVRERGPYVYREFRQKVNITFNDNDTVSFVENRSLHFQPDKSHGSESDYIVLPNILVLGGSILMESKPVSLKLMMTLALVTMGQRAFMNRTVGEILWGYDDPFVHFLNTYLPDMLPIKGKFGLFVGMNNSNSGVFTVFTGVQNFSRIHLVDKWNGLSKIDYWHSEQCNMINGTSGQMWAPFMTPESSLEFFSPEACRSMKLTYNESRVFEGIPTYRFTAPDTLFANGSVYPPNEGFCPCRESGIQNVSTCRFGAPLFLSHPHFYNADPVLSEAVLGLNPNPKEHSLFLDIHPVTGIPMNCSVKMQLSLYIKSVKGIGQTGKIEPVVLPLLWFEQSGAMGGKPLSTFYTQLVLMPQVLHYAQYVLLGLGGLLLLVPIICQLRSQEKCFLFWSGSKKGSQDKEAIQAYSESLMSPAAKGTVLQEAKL
Wnt act: Wnt/beta-catenin pathway activation | 1.2% of 300,000 active | Wnt/beta-catenin reporter cell assay, activator, plate reader | activation, % at 9.35 µM | AID 743398; in the data active = activation above about 30%, passing the limit was not always enough;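 note: 0% = neutral control wells and 100% = positive control wells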
CAL PDZ FP-2: blocks peptide binding to the human CAL PDZ domain; AID 602252; 0.92% of 300,000 active; inhibition, % at 24.9 µM; Q9HD26; purified CAL PDZ, TMR-peptide fluorescence polarization, 1 h;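 active = mean inhibition of at least 30% with at least half of replicates also reaching 30%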;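 note: 0% = DMSO neutral control and 100% = excess unlabeled competitor peptide PRC23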
SR-BI DiI-HDL act: SR-BI HDL lipid transfer activation | CHO ldlA[mSR-BI] cells, DiI-HDL uptake fluorescence, 3 h; 100 = double the neutral-control signal | activation, % at 12.5 µM | 0.096% of 320,000 active;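 active = mean replicate activation of at least 60% and every replicate at or above 60%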;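 note: 0% = median plate neutral-control signal and 100% = twice that signal; values of inactives mirror those of a sister screen read the other way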
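Material: SR-BI-overexpressing, LDLR-lacking CHO cells; schedule: compound exposure 3 h, 37 °C; reagent: DiI-labelled HDL at 10 µg/mL final; technique: bottom-read fluorescence, 550/595 nm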
Active calls of the source: *; . = not tested or not shown.

molecule	CAL PDZ FP-2	MITF TRPM1 HTS	Tat export inh	SR-BI DiI inh	AddAB inh	Ecoli viability	SR-BI DiI-HDL act	CAL PDZ FP-1	Wnt act	phage Ecoli inh
CCCCNC(=O)NS(=O)(=O)c1cnccc1Sc1ccc(Cl)cc1	-5	-6	7	-11	4.5	-0.1	11	0.0	0	1.2
CC(C)CCN1CC(C(=O)NCCC2=CCCCC2)CC1=O (centres undefined)	0	34	-2	0	0.8	-1.8	0	1.1	15	-1.5
C[C@H](O)[C@@H]1C(=O)N2CCc3ccc(-c4ccccc4)cc3[C@@H]2C[C@@H]1N(C)C(=O)NC1CCCCC1	-12	-17	9	-4	.	.	4	-1.3	-1	1.8
CC(=O)Oc1ccc(-c2cccc(C(=O)N3CCCCC3)c2)cc1	-1	12	11	20	3.6	-1.0	-20	1.5	4	0.8
O=C(NCc1cccc(F)c1)c1cccc(OC2CCN(C(=O)C3CC3)CC2)c1	-4	-17	-1	31	.	.	-31	-2.2	-2	-0.2
CCCn1cc(S(=O)(=O)c2ccccc2)c(=O)c2cc(CC)ccc21	-5	7	-1	-23	1.3	-0.5	23	-2.9	0	1.4
CN(C)NC(=O)c1ccc([N+](=O)[O-])s1	-5	.	-12	0	8.9	4.2	0	-0.5	1	2.6
CC(=O)Nc1ccc(OCc2nnc(-c3ccc(Cl)cc3)o2)cc1	.	-49	15	8	4.1	-1.9	-8	-0.1	4	3.8
O=C(Cn1ccc2cc(S(=O)(=O)N3CCCC3)ccc21)NCc1ccccc1	-1	8	14	-16	1.1	1.1	16	-1.4	-1	0.8
O=C(CNC(=S)NC(=O)c1cccc([N+](=O)[O-])c1)c1ccccc1	-4	1	4	0	-0.7	0.3	0	-2.8	0	2.6
FC(F)(F)c1ccc(-n2cn[nH]c2=S)cc1	.	4	-3	2	-2.0	0.2	-2	-0.5	4	4.2
NC(=O)NC(CC(=O)NCCCc1ccccc1)c1ccccc1Cl (centres undefined)	3	2	-1	6	5.2	1.9	-6	-2.3	-1	3.2
CCCCC(=O)Nc1cccc(-c2csc(-c3ccccc3)n2)c1	2	33	8	56	0.9	-0.3	-56	-1.7	0	3.4
COc1ccc(CNC(=O)c2cc(-c3ccccc3OC)on2)cc1	-1	6	5	-3	3.1	3.0	3	-1.3	-1	.
COc1ccc(C(C)=O)cc1COc1ccccc1[N+](=O)[O-]	.	7	-2	54	-1.2	-0.1	-54	-1.0	0	2.4
CN(C(=O)COC(=O)c1ccccc1OCc1ccc(Cl)cc1)c1c(N)n(Cc2ccccc2)c(=O)[nH]c1=O	-4	10	0	66	3.6	2.8	-66	-2.2	-5	3.5
O=C(NC(=S)Nc1ccc(CN2CCOCC2)cc1)c1ccc(-c2ccc(Cl)cc2)o1	.	.	.	.	4.0	1.3	.	.	-1	3.2
Cc1csc2ncnc(NCCc3ccccn3)c12	-8	-16	-10	4	-2.3	-1.6	-4	-0.6	.	1.9
CCc1nc2scc(-c3cccs3)c2c(=O)o1	1	-16	-2	-16	2.4	3.1	16	0.4	.	-0.2
O=C(NCCc1c[nH]c2ccc(Cl)cc12)c1ccc([N+](=O)[O-])cc1	-7	5	1	41	0.6	-0.5	-41	-0.4	-5	0.1

Other structures
molecule	CAL PDZ FP-2	MITF TRPM1 HTS	Tat export inh	SR-BI DiI inh	AddAB inh	Ecoli viability	SR-BI DiI-HDL act	CAL PDZ FP-1	Wnt act	phage Ecoli inh
CCOC(=O)C(C)(C)Sc1nc2c(cnn2-c2ccc(C)cc2)c(=O)[nH]1	-2	5	-1	41	-3.5	-1.2	-41	-3.2	-3	3.6
Cc1sc(NC(=O)C2C3CCC(C3)C2C(=O)O)c(C(N)=O)c1-c1ccc(C(C)(C)C)cc1 (centres undefined)	-4	2	10	-4	0.7	-0.9	4	-0.1	-1	4.4
CCOc1ccc(-n2cnc3sc(C)c(C)c3c2=O)cc1	.	.	-5	71*	2.3	0.2	-71	-2.6	1	1.2
COCC(=O)Nc1nnc(COc2ccc(Cl)cc2)s1	-5	7	-2	-7	2.7	-0.1	7	.	.	4.5
ONC(=Nc1ccccc1)c1ccc(Cl)cc1	-2	.	2	16	4.9	0.8	-16	-0.5	.	1.4
CCOc1ccc(CN(C)CC(=O)c2c(N)n(Cc3ccccc3)c(=O)n(CC)c2=O)cc1OC	.	15	1	-14	-0.4	-0.5	13	-0.8	.	1.6
O=C(C1CCC1)N1CCc2cc(S(=O)(=O)NCCCN3CCCCC3)ccc21	.	8	-16	5	1.6	-2.6	-5	0.3	0	0.9
CCOC(=O)N1CCN(Cc2nc3cc(NC(=O)CC)ccc3n2C)CC1	10	5	3	-9	3.2	-1.3	9	1.0	-2	3.1
Cc1nc2sc(C(N)=O)c(N)c2c2c1CCCC2	-7	-14	0	-2	1.6	-1.0	2	-0.3	-2	1.9
COc1ccc(/C=N/NS(C)(=O)=O)c(OC)c1	-3	1	-1	-7	2.2	-3.5	7	-0.3	2	2.0
CC(C)OCC(O)Cn1c(N2CCCC2)nc2c1c(=O)n(C)c(=O)n2C (centres undefined)	0	.	1	-22	2.1	1.0	22	0.7	-1	1.9
CC(C)(C)C(=O)NCCc1nc(-c2ccccc2)no1	-2	-2	0	-13	2.9	-2.2	13	-0.1	-1	0.8
C[C@H](NS(=O)(=O)c1ccc2c(c1)OCCCO2)C(=O)N1CCN(Cc2ccc(C#N)cc2)CC1	-2	8	0	-20	1.6	-1.2	20	0.2	-2	0.7
O=C(O)CCC(=O)N1CCN(c2nc(-c3ccccc3Cl)c3cc(Br)ccc3n2)CC1	-5	-12	-15	-9	1.7	-2.2	9	-2.0	.	3.6
CC(C)C[C@H](NC(=O)c1nc[nH]c1C(=O)NC1CCN(C(=O)OC(C)(C)C)CC1)C(=O)OC(C)(C)C	-4	-3	28	14	-0.1	-4.4	-3	0.4	-5	1.4
Cc1ccc(N2CC(C(=O)OCC(=O)Nc3cc(C)on3)CC2=O)c(C)c1 (centres undefined)	-1	-5	-3	-6	1.4	-1.8	6	-0.6	-3	3.6
CCCCC(=O)c1c(C)cc(C)[nH]c1=O	-6	12	6	-2	0.8	-1.4	2	-0.7	-2	0.8
Cc1c(-c2cccs2)[n+](=O)c2c(n1[O-])CCC2	-10	5	6	-34	1.9	0.4	34	-0.5	-7	0.3
Nc1[nH]c(=O)nc2snnc12	-1	.	-4	-12	.	.	12	-0.6	-1	0.6
COc1ccccc1N1CCN(C(=O)c2ccc(Br)o2)CC1	-1	-2	-3	-8	0.3	-3.8	8	-0.9	0	2.1

Molecules listed so far containing two or more sulfur atoms (two):
molecule	CAL PDZ FP-2	MITF TRPM1 HTS	Tat export inh	SR-BI DiI inh	AddAB inh	Ecoli viability	SR-BI DiI-HDL act	CAL PDZ FP-1	Wnt act	phage Ecoli inh
CCCCNC(=O)NS(=O)(=O)c1cnccc1Sc1ccc(Cl)cc1	-5	-6	7	-11	4.5	-0.1	11	0.0	0	1.2
CCc1nc2scc(-c3cccs3)c2c(=O)o1	1	-16	-2	-16	2.4	3.1	16	0.4	.	-0.2

Continued:
molecule	CAL PDZ FP-2	MITF TRPM1 HTS	Tat export inh	SR-BI DiI inh	AddAB inh	Ecoli viability	SR-BI DiI-HDL act	CAL PDZ FP-1	Wnt act	phage Ecoli inh
Cc1cccnc1NC(=O)CSc1nnc(CNC(=O)c2cccc([N+](=O)[O-])c2)n1C	42*	-2	5	16	1.8	1.9	-16	-1.9	-2	4.0
O=C(CN1CCOc2ccccc21)NCc1ccccc1	.	-11	4	0	1.9	1.9	0	-0.4	7	-1.4
O=C(c1cccs1)N1CCN(Cc2ccccn2)CC1	2	4	-7	-6	-0.2	-1.8	6	-0.1	3	0.9
O=C(CN1CCN(c2ccccc2)CC1)N1CCc2ccccc21	-4	15	-1	1	1.0	-0.7	-1	-1.5	3	0.1
Cc1ccc(N=C2C(=O)Nc3ccc(C)c(Br)c32)cc1	-3	2	-8	-5	3.4	-0.3	5	-0.7	.	.
Cc1ccc(S(=O)(=O)NC(C)c2ccccc2)cc1[N+](=O)[O-] (centres undefined)	-1	-2	3	.	-0.1	0.6	.	-11	1	4.0
CCCOc1ccc(CCN2CCC(=O)NC2=O)cc1C	-3	10	-2	16	1.7	-1.5	-16	-0.5	.	2.4
Cc1ccc(Cn2c(C3CCCN3c3nc(-c4ccc(F)cc4)cs3)nc3cc(C(=O)NCCCO)ccc32)cc1 (centres undefined)	1	0	-1	5	2.2	0.6	-5	-0.4	-3	1.1
COc1ccc(-n2c3c(c(=O)[nH]c2=O)C(NC(C)=O)(C(F)(F)F)C(=O)N3)cc1 (centres undefined)	-6	-6	4	-17	0.7	3.5	17	-3.5	12	2.5
O=C(CSc1nc(-c2ccccc2)c(-c2ccccc2)o1)Nc1nncs1	-1	-7	-2	.	-1.9	-0.2	.	-1.1	.	2.7
Cc1ccc(OCC(=O)N(C)CC(=O)Nc2ccccc2Cl)c([N+](=O)[O-])n1	-5	-1	1	3	1.4	-0.7	-3	-0.4	-5	4.4
CCOc1cccc2cc(C(=O)Oc3ccc(OC)cc3)c(=O)oc12	.	-6	-4	-2	0.6	1.3	2	0.5	15	1.5
CN(C1CCCCC1)S(=O)(=O)c1ccc(NC(=O)c2ccco2)cc1	-3	5	-2	13	2.2	0.6	-13	-2.2	-2	-1.4
COCCCN(C(=O)CSCc1ccc(C)cc1)c1c(N)n(Cc2ccccc2)c(=O)[nH]c1=O	-1	4	-4	18	1.6	0.4	-18	-1.6	-5	-1.9
CN(CC(O)COc1c(F)cc(Br)cc1F)C1CCCCC1 (centres undefined)	-4	4	-3	-5	0.6	0.4	5	-0.7	-2	5.2
Cc1cccc(-n2c(SCC(N)=O)nc3c(c2=O)C2(CCCCC2)Cc2ccccc2-3)c1	2	-3	-2	6	3.2	0.2	-6	-2.9	.	2.6
O=C(N/N=C/c1ccc(O)cc1)c1ccc(NC(=O)c2ccccc2Br)cc1	-3	-8	4	36	-1.4	2.3	-36	-2.7	.	1.9
COCCOC(=O)c1[nH]c2c(c1C)C(=O)CC(c1ccc(N(C)C)cc1)C2 (centres undefined)	4	17	10	9	2.5	-0.9	-9	-0.1	-1	1.6
Cc1cc(C)c(S(=O)(=O)c2ccccc2)c(N(C)C)n1	1	3	-1	0	0.5	-0.3	0	0.2	.	0.1
C#CC(CC)(CC)NC(=O)c1nn(-c2ccccc2Cl)c(C)cc1=O	.	-12	-2	.	3.9	2.5	.	-1.4	0	1.9

The listing continues:
molecule	CAL PDZ FP-2	MITF TRPM1 HTS	Tat export inh	SR-BI DiI inh	AddAB inh	Ecoli viability	SR-BI DiI-HDL act	CAL PDZ FP-1	Wnt act	phage Ecoli inh
CCN(CC)S(=O)(=O)c1ccc(C(=O)Nc2nnc(-c3ccco3)o2)cc1	-1	-15	-1	-21	-3.0	-3.2	21	-1.9	-6	-2.0
Cc1ccc(S(=O)(=O)Cn2nnnc2C(c2ccc(F)cc2)N2CCC(C(N)=O)CC2)cc1 (centres undefined)	8	7	8	-42	0.5	1.1	42	-0.2	4	2.2
COc1ccc(OC)c(NC(=O)N2CCCC(CNS(=O)(=O)c3cccs3)C2)c1 (centres undefined)	-5	9	-6	13	0.9	1.9	-13	-2.1	-1	2.7
CC1=C(C)[N+](=O)C2CCCCC2N1[O-] (centres undefined)	-1	-7	-4	-1	2.1	0.2	1	-1.7	.	2.7
